# USP28 block: human USP28 deubiquitinase inhibition. purified USP28, Ub-rhodamine cleavage fluorescence, 30 min. 47,000 tested, 3% active. Q96RU2. inhibition, % at 25 µM
# OTUD3 block: human OTUD3 deubiquitinase inhibition | AID 1645858 | purified OTUD3, Ub-rhodamine fluorescence, 2 h | inhibition, % at 25 µM | Q5T2D3 | 47,000 tested, 0.7% active
# USP30 inh: inhibitors of human USP30 deubiquitinase; inhibition, % at 25 µM; Q70CQ3; 47,000 tested, 5.3% active; purified USP30, Ub-rhodamine cleavage fluorescence; AID 1645860
# USP7 inh: human USP7 deubiquitinase inhibition; purified USP7, Ub-rhodamine cleavage fluorescence; inhibition, % at 20 µM; 47,000 tested, 0.3% active; AID 1645854
# USP8 inh: blocks human USP8 ubiquitin-rhodamine cleavage | P40818 | purified USP8, Ub-rhodamine cleavage fluorescence, 30 min | inhibition, % at 20 µM | 47,000 tested, 4.2% active
# USP17 inh: blocks human USP17 ubiquitin-rhodamine cleavage; A8MUK1; inhibition, % at 50 µM; purified USP17, Ub-rhodamine cleavage fluorescence, 3 h; 47,000 tested, 6.5% active
# UCHL1 block: inhibitors of human UCHL1 deubiquitinase. AID 1645859. inhibition, % at 20 µM. 47,000 tested, 0.2% active. purified UCHL1, Ub-rhodamine cleavage fluorescence
# Target sequence (P09936 whole entry, looked up): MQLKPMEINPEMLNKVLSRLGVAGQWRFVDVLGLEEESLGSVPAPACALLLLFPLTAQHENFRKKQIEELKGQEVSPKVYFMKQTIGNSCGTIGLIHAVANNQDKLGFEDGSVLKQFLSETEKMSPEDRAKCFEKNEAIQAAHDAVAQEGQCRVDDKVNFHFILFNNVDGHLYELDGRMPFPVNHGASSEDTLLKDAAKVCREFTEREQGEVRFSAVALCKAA
# USP10 block: blocks human USP10 ubiquitin-rhodamine cleavage; inhibition, % at 20 µM; Q14694; purified USP10, Ub-rhodamine fluorescence, 60 min; 47,000 tested, 1.1% active; AID 1645856
# Target sequence (Q14694 whole entry, looked up): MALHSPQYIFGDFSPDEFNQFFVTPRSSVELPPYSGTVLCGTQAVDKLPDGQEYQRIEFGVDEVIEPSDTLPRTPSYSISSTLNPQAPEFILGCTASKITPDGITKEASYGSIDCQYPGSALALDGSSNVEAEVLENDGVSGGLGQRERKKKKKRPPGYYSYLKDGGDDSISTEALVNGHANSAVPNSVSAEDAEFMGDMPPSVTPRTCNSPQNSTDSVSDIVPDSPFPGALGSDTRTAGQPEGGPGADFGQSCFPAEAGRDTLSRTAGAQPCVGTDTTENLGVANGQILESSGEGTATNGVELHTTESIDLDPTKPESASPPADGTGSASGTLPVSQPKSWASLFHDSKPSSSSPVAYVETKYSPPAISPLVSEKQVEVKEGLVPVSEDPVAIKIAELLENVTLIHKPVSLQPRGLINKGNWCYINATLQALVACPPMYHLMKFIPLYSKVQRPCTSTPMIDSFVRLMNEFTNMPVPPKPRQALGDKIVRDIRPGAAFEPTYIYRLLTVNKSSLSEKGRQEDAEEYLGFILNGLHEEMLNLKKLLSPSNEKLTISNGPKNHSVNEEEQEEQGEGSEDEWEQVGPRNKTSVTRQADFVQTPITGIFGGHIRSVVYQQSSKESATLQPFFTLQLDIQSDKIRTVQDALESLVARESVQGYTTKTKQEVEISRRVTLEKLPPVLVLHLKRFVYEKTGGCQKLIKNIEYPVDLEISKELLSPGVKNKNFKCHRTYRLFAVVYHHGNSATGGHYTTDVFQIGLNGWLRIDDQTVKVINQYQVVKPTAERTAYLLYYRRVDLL
# An asterisk follows results filed as active; · = not tested or not shown. Rule as the data show it: active = inhibition above about 30%; inactive = the rest. Not a hit list. Share with any hit: about 13%.
No.	SMILES	USP28 block	OTUD3 block	USP30 inh	USP7 inh
1	CC(C)=CC(O)C1=CC(O)C2OC2C1=O (stereo unspecified)	-4	1	-2	1
2	COc1cc2ncc(S(=O)(=O)c3ccccc3)c(N3CCC(C(N)=O)CC3)c2cc1OC	-33	-9	-30	-1
3	COc1ccc(CC(=O)Nc2nonc2-c2ccc(OC)c(OC)c2)cc1	2	9	17	5
4	CCOC(=O)c1cc(C#N)c(Sc2n[nH]c(-c3cc(Cl)cc(Cl)c3)n2)nc1C(F)(F)F	1	11	23	4
5	CN(C)C(=O)C1CCN(c2nc3ccc(-c4ccccc4)nc3s2)CC1	-55	-45	-148	-9
6	O=C(Nc1cccc(Cl)c1)c1cc(CN2CCCC2)on1	2	-3	-12	-67
7	O=C(Nc1nc2c(s1)CCC2)C1CCN(S(=O)(=O)c2ccc3c(c2)CCCC3)CC1	50*	-11	-102	-20
8	CC(=O)N1[C@@H](CNS(=O)(=O)c2cccc(F)c2)C[C@@]2(C)[C@@H](O)CCCC[C@@H]12	-3	-1	-21	-2
9	O=C(c1cn2ccnc(-c3ccccc3)c2n1)N1CCCN(c2ncccn2)CC1	0	11	1	0
10	CCCS(=O)(=O)N1CCOC2(CCCN(c3ncc(F)cn3)C2)C1 (stereo unspecified)	4	2	-1	3
11	O=C(Cc1ccccc1)Nc1ccccc1C(=O)Nc1ccc(C(=O)O)cc1	-2	-15	-94	-3
12	Cc1cc(Nc2ncc(C)s2)cc(C2CCCN2Cc2ccnn2C)n1 (stereo unspecified)	-16	-18	-56	-20

No.	USP8 inh	USP17 inh	UCHL1 block	USP10 block
1	3	2	1	-1
2	-33	-28	-3	0
3	0	3	2	3
4	-8	10	-1	1
5	-28	-21	1	-3
6	0	-7	-2	-2
7	36*	20	4	11
8	1	-4	-1	-1
9	1	3	3	-4
10	-42	-1	0	-3
11	-14	-9	-8	-5
12	-19	-19	-7	-4

# Continued.
No.	SMILES	USP28 block	OTUD3 block	USP30 inh	USP7 inh
13	Cc1ccc(C(=O)N2CCC3(CC2)OC(=O)N(C)c2ccccc23)cc1	6	6	19	4
14	COc1ccc(C2(C(=O)Nc3cccnc3)CCOCC2)cc1	-5	-2	-2	3
15	N#C/C(=C/c1ccc(OCc2cccc(C(=O)O)c2)cc1)c1ccccc1	26	5	26	1
16	CC(=O)N1[C@@H](c2ccccc2)C[C@@]2(C)[C@@H](O)[C@@H](O)CCC[C@@H]12	·	2	·	3
17	c1ccc2c(-c3cc(C4CCNCC4)[nH]n3)cccc2c1	0	-7	-2	-3
18	O=C(c1ccnnc1)N1CCCCC1c1ncc(Cc2cccc(F)c2)o1 (stereo unspecified)	2	7	10	-3
19	Cc1occc1-c1nnc(SCC(=O)Nc2ccc3c(c2)OCCCO3)o1	1	2	3	2
20	N#Cc1cnc(Sc2nnc(-c3ccncc3)o2)nc1N	-20	-9	-89	0
21	O=S(=O)(c1ccccc1F)N1CCN(c2cc(-c3ccncc3)[nH]n2)CC1	-1	3	8	-1
22	O=C(CSc1ncnc2c1sc1nc(-c3ccccc3)c3c(c12)CCC3)Nc1ccc(Cl)cc1Cl	-51	-40	-186	-10
23	C[C@@H](c1ccccc1)N1C(=O)N[C@@H](CCC(=O)Nc2ccc3c(c2)OCO3)C1=O	0	2	-6	0
24	Cc1ccc(C)c(NC(=O)CC2C(=O)N(Cc3ccccn3)c3nc4ccccc4n32)c1 (stereo unspecified)	-1	-2	6	-8

No.	USP8 inh	USP17 inh	UCHL1 block	USP10 block
13	8	5	1	-2
14	10	-2	1	0
15	2	27	-2	23
16	0	10	1	-4
17	-6	-12	-3	0
18	2	7	-2	-2
19	-2	3	2	-1
20	-103	8	-6	-10
21	-9	-18	1	0
22	-98	-43	-20	-7
23	52*	22	0	1
24	0	-3	2	-2

# The listing continues.
No.	SMILES	USP28 block	OTUD3 block	USP30 inh	USP7 inh
25	Cc1cncc(C(=O)N2CCOCC(Cc3ccc4[nH]ncc4c3)C2)c1 (stereo unspecified)	0	2	12	5
26	Nc1ncc(-c2ccc(F)cc2)c(C2CCCN2C(=O)c2ccn[nH]2)n1 (stereo unspecified)	9	3	7	5
27	O=C(Cn1cnc2c(nc3n2CCCCC3)c1=O)NCCC1=CCCCC1	2	-6	-13	-21
28	Cc1cc(C(=O)N2CC(C(=O)NCCc3ccc(F)cc3)C2)no1	4	10	12	3
29	COc1ccc(N(Cc2nc3nc(C)cc(=O)n3[nH]2)S(=O)(=O)c2ccc(C)cc2)cc1	-6	-4	-1	-1
30	COc1ccc(NC(=O)CSc2nc(SC(C)C)nc3sc4c(c23)CC(C)(C)OC4)cc1	-12	-8	-5	-3
31	Cc1ccc(C(=O)N2CCCn3c(CN4CCCCC4)nnc3C2)cc1C	0	11	4	-2
32	N#Cc1cc2c(nc1SCC(=O)NCc1ccccc1)CCCC2	13	16	20	0
33	Cc1ccc(C(CNC(=O)c2oc3ccccc3c2C)N2CCN(C)CC2)o1 (stereo unspecified)	-6	-4	-15	-5
34	CCc1ccc(OCC(=O)Nc2c(C)nc3sccn3c2=O)cc1	9	10	21	8
35	Cc1ccc(CNC(=O)Cn2c(-c3ccccc3)nc(C)cc2=O)cc1	0	9	4	-1
36	COc1ccc(Cl)cc1NC(=O)C1CC(=O)Nc2nc(N3CCCCC3)[nH]c(=O)c21 (stereo unspecified)	-84	-38	-152	-3

No.	USP8 inh	USP17 inh	UCHL1 block	USP10 block
25	1	5	3	0
26	23	2	3	-1
27	-1	6	-2	-7
28	4	9	4	2
29	5	1	-1	1
30	-9	-6	-3	-2
31	-67	-14	-1	-2
32	-2	59*	0	3
33	0	-6	0	-3
34	1	8	5	1
35	16	-3	0	0
36	-34	·	-4	-9

# Nos. 24–35, reprinted for reference:
No.	SMILES	USP28 block	OTUD3 block	USP30 inh	USP7 inh
24	Cc1ccc(C)c(NC(=O)CC2C(=O)N(Cc3ccccn3)c3nc4ccccc4n32)c1 (stereo unspecified)	-1	-2	6	-8
25	Cc1cncc(C(=O)N2CCOCC(Cc3ccc4[nH]ncc4c3)C2)c1 (stereo unspecified)	0	2	12	5
26	Nc1ncc(-c2ccc(F)cc2)c(C2CCCN2C(=O)c2ccn[nH]2)n1 (stereo unspecified)	9	3	7	5
27	O=C(Cn1cnc2c(nc3n2CCCCC3)c1=O)NCCC1=CCCCC1	2	-6	-13	-21
28	Cc1cc(C(=O)N2CC(C(=O)NCCc3ccc(F)cc3)C2)no1	4	10	12	3
29	COc1ccc(N(Cc2nc3nc(C)cc(=O)n3[nH]2)S(=O)(=O)c2ccc(C)cc2)cc1	-6	-4	-1	-1
30	COc1ccc(NC(=O)CSc2nc(SC(C)C)nc3sc4c(c23)CC(C)(C)OC4)cc1	-12	-8	-5	-3
31	Cc1ccc(C(=O)N2CCCn3c(CN4CCCCC4)nnc3C2)cc1C	0	11	4	-2
32	N#Cc1cc2c(nc1SCC(=O)NCc1ccccc1)CCCC2	13	16	20	0
33	Cc1ccc(C(CNC(=O)c2oc3ccccc3c2C)N2CCN(C)CC2)o1 (stereo unspecified)	-6	-4	-15	-5
34	CCc1ccc(OCC(=O)Nc2c(C)nc3sccn3c2=O)cc1	9	10	21	8
35	Cc1ccc(CNC(=O)Cn2c(-c3ccccc3)nc(C)cc2=O)cc1	0	9	4	-1

No.	USP8 inh	USP17 inh	UCHL1 block	USP10 block
24	0	-3	2	-2
25	1	5	3	0
26	23	2	3	-1
27	-1	6	-2	-7
28	4	9	4	2
29	5	1	-1	1
30	-9	-6	-3	-2
31	-67	-14	-1	-2
32	-2	59*	0	3
33	0	-6	0	-3
34	1	8	5	1
35	16	-3	0	0

# New compounds follow:
No.	SMILES	USP28 block	OTUD3 block	USP30 inh	USP7 inh
37	O=C(c1ccc(F)cc1)c1c[nH]c2cc3c(cc2c1=O)OCO3	-1	5	-15	·
38	O=C(c1ccccc1)N(Cc1ccc(Cl)cc1)CC1CCCO1 (stereo unspecified)	6	6	10	-11
39	CCOC(=O)c1ccc2nc(N3C(=O)c4oc5ccccc5c(=O)c4C3c3ccco3)sc2c1 (stereo unspecified)	-9	-8	-27	-4
40	O=C(c1ccc[nH]1)N1CCCC1c1noc(C2CC2)n1 (stereo unspecified)	-1	-3	0	-2
41	O=C(c1ccco1)N1CCC2(CC1)CCN(c1cncnc1)C2=O	-6	-1	-17	0
42	Cc1cc(=O)n2nc(-c3cccs3)nc2n1CC(=O)Nc1cccc(C(F)(F)F)c1	5	-2	-11	7
43	O=c1c(NCc2ccc(F)cc2)nccn1Cc1ccc(F)cc1	0	-1	1	-68
44	O=C(c1cnc2sccn2c1=O)N1CCN(Cc2ccccc2)CC1	-12	-12	-49	-5
45	CCOC(=O)c1ccccc1NC(=O)CCc1nnc2ccc(N3CCC(C)CC3)nn12	18	10	19	-1
46	N#Cc1cnc(Sc2nnc(-c3ccco3)n2-c2ccccc2)nc1N	7	10	-5	5
47	Cc1ccc2c(c1)C(c1ccc(F)cc1)N(C(=O)CC1CCCCC1)CC(=O)N2 (stereo unspecified)	19	12	27	-21
48	c1ccc2c(c1)CCN(c1ncnc3sc4c(c13)CCCC4)C2	6	-10	-55	-6

No.	USP8 inh	USP17 inh	UCHL1 block	USP10 block
37	-3	21	4	3
38	-5	9	-2	3
39	4	-6	-2	-1
40	-10	-11	0	0
41	-92	-22	-3	0
42	15	5	-1	4
43	0	-8	2	1
44	-16	-12	-7	-5
45	23	24	6	0
46	8	1	-2	-1
47	11	16	4	10
48	13	-13	2	0

# Later entries.
No.	SMILES	USP28 block	OTUD3 block	USP30 inh	USP7 inh
49	COc1cc([C@@H]2OC(C)(C)C3CC2[C@H](C)[C@@H](O)C3)cc2c1OCCCO2 (stereo partly specified)	12	10	14	2
50	Cc1ccc(Cn2c(=O)c3ccccc3n3c(CCC(=O)NCCN4CCCC4)nnc23)cc1	0	3	5	-89
51	C[C@H](NC(=O)[C@H](Cc1c[nH]c2ccccc12)n1c(=O)[nH]c2ccccc2c1=O)C(=O)NCC1CCC(C(=O)O)CC1 (stereo partly specified)	-4	-5	-14	0
52	CCc1nnc(CN2CCC(C3CCCCCN3C(=O)Nc3ccccc3)CC2)o1 (stereo unspecified)	-3	-4	0	0
53	CC(c1ccco1)N(C(=O)c1ccc(C#N)cc1)c1ccccn1 (stereo unspecified)	-10	-5	-6	0
54	Cc1ccc(-c2c(C)noc2C)cc1S(=O)(=O)N1CCN(C)CC1	2	3	9	-2
55	CC(=O)Nc1ccc(S(=O)(=O)NCc2cn3ccccc3n2)cc1	·	3	·	-3
56	Cc1nc2c(c(SCC(=O)NC3CCCCC3)n1)CCC2	-42	-32	-154	1
57	Cc1ccc(S(=O)(=O)NCCc2cn(C)c3ncccc23)cc1	-5	-7	-2	4
58	Cc1ccccc1C(=O)Nc1ccc(S(=O)(=O)N2CCC(C)CC2)cc1	15	10	23	13
59	O=C(C1CCCN(S(=O)(=O)N2CCOCC2)C1)N1CCN(Cc2ccc3c(c2)OCO3)CC1 (stereo unspecified)	2	3	7	1
60	O=C1CC(c2ccccc2OCc2ccccc2)c2sccc2N1 (stereo unspecified)	12	2	25	-17

No.	USP8 inh	USP17 inh	UCHL1 block	USP10 block
49	-10	-8	-1	0
50	-12	-4	0	-1
51	-18	-10	-3	0
52	6	-1	-5	1
53	0	-12	-1	1
54	-45	-3	-2	-5
55	-8	-24	1	-4
56	-17	-44	1	-1
57	9	-7	1	3
58	19	12	13	12
59	12	0	3	0
60	6	9	7	16

# Continued:
No.	SMILES	USP28 block	OTUD3 block	USP30 inh	USP7 inh
61	COc1ccc(OC)c(C2SCCN2S(=O)(=O)c2ccc(NC(C)=O)cc2)c1 (stereo unspecified)	-3	-4	-16	-6
62	CCN(CC)C(=O)CSc1nnc2c3c(c(C#N)c(Nc4ccccc4)n12)CC(C)(C)OC3	-1	-4	-8	0
63	Cc1cccc(NS(=O)(=O)c2cc3c4c(c2)CCC(=O)N4CCC3)c1	-13	0	11	1
64	Cc1cc(C)cc(N(CC(=O)NCc2ccc3c(c2)OCO3)C(=O)c2ccc3c(c2)OCCO3)c1	19	13	36*	2
65	CCn1nc(C)c(S(=O)(=O)N2CCN(C(=O)Cc3ccc(C)cc3)CC2)c1C	-2	0	-3	-1
66	Cc1cccc(/C=C/c2nc3ccc([N+](=O)[O-])cc3s2)c1	-10	-11	-59	8
67	Cc1ccc(NC(=O)Cc2nnc(-c3ccc4ncccc4c3)o2)cc1	-1	-10	-8	-1

No.	USP8 inh	USP17 inh	UCHL1 block	USP10 block
61	12	-3	1	3
62	-15	·	-1	0
63	5	-3	0	1
64	13	24	5	9
65	0	-3	-1	0
66	87*	43*	7	4
67	25	-3	-1	-7
